Assay outcomes from PubChem BioAssay.
MEKK2 WT-MEK5 – raises or lowers MEK5 binding to wildtype human MEKK2 PB1 domain; bead flow cytometry, Alexa488-MEK5 binding to MEKK2 WT; actives lie on both sides; 290,000 tested, 1.1% active; Q9Y2U5; binding response (% of control), % at 10 µM; in the data active means binding response below about 67% or above about 130%
MEKK2mut PB1 HTS – signal of MEK5 binding to mutant human MEKK2 PB1 domain. percent response, % at 10 µM. bead flow cytometry, Alexa488-MEK5 binding to MEKK2 mutant. 290,000 tested, 0.35% active; in the data active means percent response above about 24%, passing the limit was not always enough; further: inactives centre near 1; some results filed as inactive read as strong as hits; reference of the scale not given here
MEKK3 PB1 HTS – modulators (inhibitors or enhancers) of MEK5 binding to human MEKK3 PB1 domain | Q99759 | bead-based flow cytometry, Alexa488-MEK5 binding to MEKK3; actives lie on both sides; 0 = blocked by unlabeled MEK5, 100 = vehicle | binding response (% of control), % at 10 µM | 290,000 tested, 1.4% active | AID 1529;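 active means binding response more than 3 SD above or below the average of its plate-row segment, actives on both sides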;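 further: Alexa488 bead fluorescence after subtracting the streptavidin-only scavenger bead signal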
Target sequence (Q99759 whole entry, looked up, the tested form may be a part): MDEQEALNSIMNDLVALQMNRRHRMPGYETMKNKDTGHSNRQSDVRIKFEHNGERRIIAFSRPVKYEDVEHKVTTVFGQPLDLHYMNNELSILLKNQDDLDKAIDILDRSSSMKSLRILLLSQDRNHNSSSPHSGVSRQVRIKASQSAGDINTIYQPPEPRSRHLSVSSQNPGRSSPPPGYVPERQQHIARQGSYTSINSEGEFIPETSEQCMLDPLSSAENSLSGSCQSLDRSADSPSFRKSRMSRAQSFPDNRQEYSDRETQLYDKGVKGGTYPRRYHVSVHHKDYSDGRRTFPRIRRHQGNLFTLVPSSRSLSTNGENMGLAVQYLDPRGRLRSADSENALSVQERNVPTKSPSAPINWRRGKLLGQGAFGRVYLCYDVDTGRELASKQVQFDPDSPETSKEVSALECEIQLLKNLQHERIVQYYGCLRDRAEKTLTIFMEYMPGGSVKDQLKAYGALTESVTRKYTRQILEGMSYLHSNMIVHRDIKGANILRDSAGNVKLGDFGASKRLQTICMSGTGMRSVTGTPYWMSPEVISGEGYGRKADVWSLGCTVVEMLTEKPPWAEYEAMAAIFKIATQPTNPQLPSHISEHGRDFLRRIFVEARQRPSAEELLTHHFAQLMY
CRFBP-R2 block – blocks CRF-induced signaling of the CRF-BP/CRF-R2 complex | 350,000 tested, 0.59% active | HEK293 CRF-R2/CRF-BP, CRF-induced calcium fluorescence | inhibition, % at 11.8 µM | AID 588475;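 active means inhibition of the ligand-induced calcium signal above about 50% at the single tested concentration, limit read from the data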
UBC9 SUMO inh – SUMOylation inhibition; HTRF SUMOylation assay, SAE1/SAE2 + UBC9, in vitro; P63279; inhibition, % at 35 µM; AID 2006; 290,000 tested, 0.36% active; in the data active means inhibition above about 50%, passing the limit was not always enough; further: strong numbers were not always called active
DNA FID counter – fluorescent intercalator displacement, NS3 helicase counter-screen | 290,000 tested, 0.17% active | inhibition, % at 7.9 µM | DNA fluorescent intercalator displacement, fluorescence; in the data active means inhibition above about 37%;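 further: 0% = vehicle and 100% = reference compound; higher means more ethidium bromide displaced from hairpin DNA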
CRFBP-R2 agonist – agonists of human CRF-binding protein/CRF-R2 receptor complex | HEK293 CRF-R2/CRF-BP, calcium dye fluorescence (FLIPR); percent of saturating CRF peptide response | AID 588473 | 350,000 tested, 0.46% active | activation, % at 13.2 µM;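 active means activation of at least 50%, plus an integration ratio under a set limit after plate pattern correction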;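 further: plate controls were neutral control wells without compound for no effect and CRF at EC100 for full effect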
GalR3 antag – human GalR3 antagonism | O60755 | HEK293 GalR3-CNG cAMP membrane potential fluorescence; galR3 body fused to GalR1 C-terminus | inhibition, % at 3 µM | 360,000 tested, 0.44% active;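 active means inhibition above the screen-wide average plus 3 SD, cut at about 13% in these data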;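 further: forskolin and galanin both at EC90 stimulate the cells; cAMP rise reported by CNG channel membrane potential dye signal; 0% = forskolin plus galanin with DMSO and 100% = forskolin alone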
Target sequence (O60755 1-299 limits assumed): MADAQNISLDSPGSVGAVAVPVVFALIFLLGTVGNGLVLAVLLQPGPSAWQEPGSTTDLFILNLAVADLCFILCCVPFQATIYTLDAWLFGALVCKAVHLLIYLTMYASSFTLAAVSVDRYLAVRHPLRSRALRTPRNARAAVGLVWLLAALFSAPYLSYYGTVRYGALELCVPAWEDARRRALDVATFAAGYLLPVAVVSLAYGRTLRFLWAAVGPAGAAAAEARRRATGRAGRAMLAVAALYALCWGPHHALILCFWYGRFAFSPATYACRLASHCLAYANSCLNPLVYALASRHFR
NS3 helicase inh – HCV NS3 helicase inhibition. 290,000 tested, 0.56% active. NS3 helicase DNA unwinding, Cy5 molecular beacon fluorescence. inhibition, % at 10.9 µM;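 active means inhibition above the mean of all tested compounds plus 3 SD, set per campaign, cut at about 35% in these data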;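 further: 0% = DMSO wells and 100% = thioflavine S control wells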
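Test system: hepatitis C virus NS3 helicase domain fragment enzyme. Also added: annealed dual-labelled DNA beacon duplex, ATP-started. Timing: 60 min unwinding reaction at 25 °C after ATP addition. Technique: Cy5 fluorescence. Measure: % inhibition of unwinding.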
The depositor's hits bear a star; · = not tested or not shown. A portion of the library; the hit share may differ from the screen's.

SMILES | MEKK2 WT-MEK5 | MEKK2mut PB1 HTS | MEKK3 PB1 HTS | CRFBP-R2 block | UBC9 SUMO inh | DNA FID counter | CRFBP-R2 agonist | GalR3 antag | NS3 helicase inh
O=C(COc1ccc2ccccc2c1)N1CCN(C(=O)c2cccs2)CC1 | 99 | 5 | 105 | -1 | -22 | -27 | 1.0 | -4 | -3
COc1cc(OC)cc(N2CCN(S(=O)(=O)c3ccc(-n4cnnn4)cc3)CC2)c1 | 108 | 3 | 105 | 1 | 17 | -9 | 1.0 | -6 | -3
CC(C)NC(=O)[C@H]1N2C(=O)c3ccccc3C2SC1(C)C (some centres undefined) | 102 | 1 | 102 | 13 | 6 | -7 | 0.1 | -10 | 1
O=[N+]([O-])c1ccc(N2CCOCC2)cc1O | 100 | 2 | 99 | 5 | 1 | -8 | -1.1 | -3 | 3
O=C(CCN1C(=O)C2C3C=CC(C3)C2C1=O)N1CC(=O)N(CCc2ccccc2)C(=O)C1 (centres undefined) | 104 | 4 | 99 | -5 | 5 | -8 | 5.7 | -1 | 3
O=C(COc1ccc(S(=O)(=O)N2CCCC2)cc1)NCCC1=CCCCC1 | 97 | 2 | 98 | -6 | 2 | -34 | 0.5 | -9 | -3
COc1ccccc1NC(=O)CSc1nnc(-c2ccc(NC(C)=O)cc2)n1C | 106 | 6 | 105 | -5 | -15 | -18 | 0.9 | 1 | 1
O=C(CS(=O)(=O)c1cn(Cc2ccccc2Cl)c2ccccc12)N1CCOCC1 | 95 | 1 | 81 | -5 | -4 | -12 | 1.6 | -2 | 12
C/C(=N\NC(=O)CSc1ncccn1)c1ccc2c(c1)OCCO2 | 95 | -5 | 85 | 25 | 10 | 1 | -2.0 | · | 4
COC(=O)C1=C(C)N(Cc2ccco2)C(=O)N[C@@H]1c1ccco1 | 90 | -6 | 100 | 21 | · | · | -1.5 | -7 | ·
CC(=O)Oc1ccc(N2C(=O)C3C(C2=O)C2(C)C=CC3(C)O2)cc1 (centres undefined) | 103 | 6 | 104 | · | -7 | · | · | · | ·
CCN(CC)S(=O)(=O)c1ccc(C(=O)OCC(=O)N2CCN(C(=O)c3ccco3)CC2)cc1 | 101 | 6 | 102 | 10 | 8 | -26 | -0.2 | 0 | -9
COc1ccccc1C(=O)N1CCNC(=O)C1CC(=O)Nc1cccc(C)c1 (centres undefined) | 98 | -3 | 99 | 7 | 7 | -6 | -1.2 | -7 | 3
Cc1cc(-c2n[nH]c(=S)n2/N=C/c2ccc(C)o2)n[nH]1 | 107 | 6 | 105 | -3 | 20 | 0 | 0.1 | -1 | 11
COc1ccc(-c2c(C(F)(F)F)nn(C)c2NC(C)=O)cc1 | 104 | 0 | 102 | -5 | 2 | -4 | -1.4 | -4 | -22
c1ccc(-c2csc(N3CCc4ccccc4C3)n2)cc1 | 106 | 4 | 108 | -19 | 4 | -2 | 2.6 | 3 | 2
CCOC(=O)c1c(NC(=O)CSc2nnc(C)c(=O)[nH]2)sc2c1CCC2 | 100 | -1 | 94 | -8 | 20 | -9 | -1.4 | 1 | 14
COc1cc(/C=N/NC(=O)c2cncc(Br)c2)cc([N+](=O)[O-])c1O | 94 | -10 | 91 | -11 | -19 | -6 | 11 | 25* | 10
Cc1ccc(NC(=O)CCC(=O)NNC(=O)COc2ccc([N+](=O)[O-])cc2)cc1C | 101 | 4 | 97 | -3 | 0 | -6 | 0.1 | -3 | -8
O=C(NC1CCCC1)C(c1ccccc1)N(C(=O)c1ccno1)c1cccnc1 (centres undefined) | 109 | 3 | 106 | 40 | 23 | -6 | -4.1 | -5 | -2
CSc1nsc(SCC(=O)NCc2ccc(C)cc2)n1 | 106 | 5 | 105 | 12 | 13 | -10 | -8.5 | -3 | 4
CCOC(=O)C1(CCOC)CCN(Cc2ccc(C(=O)OC)cc2)CC1 | 92 | -13 | 104 | 31 | 15 | 0 | 0.0 | 2 | 0
COc1cc(C(=O)NC(=S)Nc2ccc(Cc3ccncc3)cc2)cc(OC)c1OC | 105 | 2 | 103 | -25 | -2 | -33 | -0.9 | -1 | -6
Cc1ccccc1NC(=O)C(C)c1cccc(C(=O)c2ccccc2)c1 (centres undefined) | 100 | -3 | 101 | 9 | -3 | -15 | 1.1 | -9 | 5
CC(OC(=O)c1cccc(S(=O)(=O)Nc2ccccc2F)c1)C(=O)NCc1ccc2c(c1)OCO2 (centres undefined) | 100 | 2 | 90 | 11 | 8 | -20 | -3.0 | -6 | 4
Next part.
SMILES | MEKK2 WT-MEK5 | MEKK2mut PB1 HTS | MEKK3 PB1 HTS | CRFBP-R2 block | UBC9 SUMO inh | DNA FID counter | CRFBP-R2 agonist | GalR3 antag | NS3 helicase inh
Cc1ccc(Cl)cc1N1CCN(C(=O)CCS(=O)(=O)c2ccc3c(c2)NC(=O)CO3)CC1 | 109 | 6 | 105 | 4 | -2 | -46 | 0.3 | -4 | -12
COc1ccc(C(=O)Nc2ccc(S(=O)(=O)N3CCOCC3)cc2)cc1OC | 83 | -14 | 72 | 18 | 23 | -5 | -0.3 | -2 | 0
Cc1ccnc(NC(=O)c2cccc(NS(=O)(=O)c3ccccc3C)c2)c1 | 104 | 6 | 101 | -13 | -2 | -15 | 0.7 | -3 | -14
N#C/C(=N\Nc1ccc(Cl)cc1)C(=N)N1CCCCC1 | 100 | 1 | 103 | 0 | -7 | 14 | -0.8 | -2 | -9
C=CCNc1nc(N)c(C(=C(C#N)C#N)c2ccccc2)s1 | 97 | 1 | 94 | 2 | 20 | -3 | 0.5 | -5 | 13
O=C(CCn1c(=S)oc2ccccc21)Nc1ccc2c(c1)OCCO2 | 102 | 6 | 103 | -10 | 12 | -3 | -1.3 | 1 | -4
Cc1ccc(NC(=O)CCC(=O)NNC(=O)COc2ccccc2)c(C)c1 | 96 | -2 | 103 | 4 | 3 | -8 | -2.0 | -1 | -2
CC1=C(C(=O)OC2CCCCCCC2)C(c2cccc(O)c2)NC(=O)N1 (centres undefined) | · | · | · | -34 | -26 | -28 | -0.4 | -5 | -7
CCCCN(C)C(=O)c1cc2cc3cc(OC)ccc3nc2o1 | 110 | 0 | 116 | 1 | 34 | -28 | -0.2 | -6 | -10
Cc1ccnc(NC(=O)CCC(=O)N(CC(=O)NC2CCCCC2)Cc2cccs2)c1 | 90 | -1 | 80 | -20 | 0 | -5 | 0.4 | -4 | 2
COCCNC(=O)CN1CCC(NC(=O)c2ccco2)CC1 | 72 | -18 | 71 | -5 | -2 | 9 | 0.7 | -4 | -13
CC(NC(=O)Cc1ccc(F)cc1)c1ccccc1 (centres undefined) | 102 | -1 | 102 | 2 | -12 | -2 | -0.2 | -1 | -5
CC(C)(C)c1cc(C(F)(F)F)c(C#N)c(=O)[nH]1 | 108 | 7 | 104 | 24 | 18 | 0 | 0.2 | -2 | 4
COC(=O)c1c(C)oc2ccc(N(C(=O)c3ccncc3)S(=O)(=O)c3ccc4ccccc4c3)cc12 | 107 | 4 | 99 | 3 | -13 | -14 | 0.6 | -12 | -21
CC(C)C(C(=O)Nc1sc2c(c1C#N)CCCCC2)N1C(=O)c2ccccc2C1=O (centres undefined) | 93 | 1 | 99 | 0 | 12 | 0 | 3.0 | -2 | -21
CC(=O)N(c1ccc2oc(=O)sc2c1)S(=O)(=O)c1cccs1 | 102 | 1 | 105 | -10 | -10 | 2 | -1.3 | -4 | 13
COC(=O)c1ccc(-c2ccc(/C=N/N3C(=O)C4C5C=CC(C6CC56)C4C3=O)o2)cc1 (centres undefined) | 105 | -1 | 101 | -35 | 17 | -6 | 4.2 | -10 | 13
O=S1(=O)CCOC[C@H](Cc2ccccc2)N1Cc1ccccc1F | 98 | -3 | 102 | 5 | · | · | 0.4 | -6 | ·
CCN(CC)CCCNC(=O)c1cc(Cl)c(NC(=O)C2=C(C)OCCS2)cc1OC | 108 | 5 | 102 | -11 | 4 | 4 | 3.9 | -11 | -9
Cc1cc(N/C(=N/S(=O)(=O)c2cc(F)ccc2F)c2ccccc2)n(-c2ccccc2)n1 | 77 | -12 | 88 | 3 | 12 | 1 | 0.5 | 4 | 1
CCOC(=O)C1CCN(S(=O)(=O)c2ccc(OC)c(C(=O)N3CCCCC3)c2)CC1 | 99 | -3 | 99 | -4 | -3 | -30 | -0.8 | -8 | 12

Five records drawn at random from those above:
SMILES | MEKK2 WT-MEK5 | MEKK2mut PB1 HTS | MEKK3 PB1 HTS | CRFBP-R2 block | UBC9 SUMO inh | DNA FID counter | CRFBP-R2 agonist | GalR3 antag | NS3 helicase inh
Cc1ccc(Cl)cc1N1CCN(C(=O)CCS(=O)(=O)c2ccc3c(c2)NC(=O)CO3)CC1 | 109 | 6 | 105 | 4 | -2 | -46 | 0.3 | -4 | -12
COc1ccc(C(=O)Nc2ccc(S(=O)(=O)N3CCOCC3)cc2)cc1OC | 83 | -14 | 72 | 18 | 23 | -5 | -0.3 | -2 | 0
Cc1ccc(NC(=O)CCC(=O)NNC(=O)COc2ccccc2)c(C)c1 | 96 | -2 | 103 | 4 | 3 | -8 | -2.0 | -1 | -2
Cc1cc(N/C(=N/S(=O)(=O)c2cc(F)ccc2F)c2ccccc2)n(-c2ccccc2)n1 | 77 | -12 | 88 | 3 | 12 | 1 | 0.5 | 4 | 1
O=S1(=O)CCOC[C@H](Cc2ccccc2)N1Cc1ccccc1F | 98 | -3 | 102 | 5 | · | · | 0.4 | -6 | ·

Structural class, those above with an NH in an aromatic ring
SMILES | MEKK2 WT-MEK5 | MEKK2mut PB1 HTS | MEKK3 PB1 HTS | CRFBP-R2 block | UBC9 SUMO inh | DNA FID counter | CRFBP-R2 agonist | GalR3 antag | NS3 helicase inh
Cc1cc(-c2n[nH]c(=S)n2/N=C/c2ccc(C)o2)n[nH]1 | 107 | 6 | 105 | -3 | 20 | 0 | 0.1 | -1 | 11
CCOC(=O)c1c(NC(=O)CSc2nnc(C)c(=O)[nH]2)sc2c1CCC2 | 100 | -1 | 94 | -8 | 20 | -9 | -1.4 | 1 | 14
CC(C)(C)c1cc(C(F)(F)F)c(C#N)c(=O)[nH]1 | 108 | 7 | 104 | 24 | 18 | 0 | 0.2 | -2 | 4
